FLuc inh counter – counter-screen for luciferase assay inhibitors: firefly luciferase inhibition; P08659; ATPLite firefly luciferase biochemical luminescence, 10 min; inhibition, % at 10 µM; actives 1.5% (n = 200,000); AID 1006;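 active means inhibition above about 50% when tested at 10 µM, limit read from the data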
Target sequence (P08659 whole entry, looked up): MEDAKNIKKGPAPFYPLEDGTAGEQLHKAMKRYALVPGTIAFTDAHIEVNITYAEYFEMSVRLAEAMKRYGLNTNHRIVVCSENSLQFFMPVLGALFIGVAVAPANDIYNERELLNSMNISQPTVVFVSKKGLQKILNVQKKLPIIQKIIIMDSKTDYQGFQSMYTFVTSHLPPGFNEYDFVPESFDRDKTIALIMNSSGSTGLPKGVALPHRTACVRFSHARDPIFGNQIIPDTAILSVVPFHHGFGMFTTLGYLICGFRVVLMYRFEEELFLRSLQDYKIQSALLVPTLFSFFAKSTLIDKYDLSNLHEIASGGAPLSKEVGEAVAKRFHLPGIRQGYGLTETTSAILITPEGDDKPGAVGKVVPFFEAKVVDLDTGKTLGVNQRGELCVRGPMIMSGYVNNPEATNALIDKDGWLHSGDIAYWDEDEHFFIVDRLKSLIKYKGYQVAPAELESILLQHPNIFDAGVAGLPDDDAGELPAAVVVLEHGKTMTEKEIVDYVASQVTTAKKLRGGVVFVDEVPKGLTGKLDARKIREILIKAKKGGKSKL
APP transl inh – APP translation inhibition; SH-SY5Y APP 5'UTR-luciferase reporter, luminescence; inhibition, % at 2 µM; actives 0.82% (n = 190,000); AID 1285;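 active means inhibition above a set limit, derived from the sample mean plus 3 SD, cut at about 45% in these data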; further: values of inactives mirror those of a sister screen read the other way
FLuc stim CS – affects firefly luciferase, flagging false hits in luciferase stimulation screens; 200,000 tested, under 10 active; ATPlite luciferase biochemical, luminescence, 10 min; 0 = ATP-free wells, 1 = DMSO control; activation factor at 10 µM;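 active means luciferase activation factor, scaled between plate controls, of at least 2 with compound at 10 µM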
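Material: Luciferase/luciferin reagent mix | Doses: Test compounds dosed from 2 mM stocks in 100% DMSO | Timing: 10 min incubation after luciferase reagent addition, room temperature | Measured by: Luminescence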
Diaph inh CS – inhibits diaphorase or chemically oxidizes, flagging diaphorase assay artifacts. diaphorase resazurin-to-resorufin fluorescence, NADH, 16 min; bacterial (C. kluyveri) enzyme, not human. actives 0.69% (n = 190,000). inhibition, % at 20 µM;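 active means primary screen inhibition at 20 µM above a set limit, cut at about 50% in these data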;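 further: plate controls were DMSO with full reaction for no effect and wells lacking NADH for full effect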
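controls = No-NADH positive control and DMSO neutral control | system = Clostridium kluyveri diaphorase enzyme | timing = reaction incubation of 16 min at room temperature | signal = resorufin fluorescence 544/590 nm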
G6PDH CS – inhibits Leuconostoc G6PDH, flagging false hits in G6PDH-based assays; Purified L. mesenteroides G6PDH, diaphorase/resazurin coupled fluorescence, 45 min; inhibition, % at 5 µM; actives 0.12% (n = 200,000); AID 1020; in the data active means inhibition above about 50%
NF-kB expr up – compounds increasing NF-kB expression in human neuronal cells; fold change at 12.5 µM; actives 1.6% (n = 190,000); NF-kB reporter expression; hits give high values; in the data active means fold change above about 3.3
APP 5'UTR act – activates APP 5'UTR luciferase reporter; AID 1276; actives 1% (n = 190,000); activation, % at 2 µM; SH-SY5Y APP 5'UTR luciferase reporter, luminescence; zero percent = DMSO vehicle wells;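 active means activation above a set limit, based on mean plus 3 SD of controls, cut at about 140% in these data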; further: values of inactives mirror those of a sister screen read the other way
TLR4-MyD88 BLA – TLR4-MyD88 interaction inhibition in cells; actives 0.18% (n = 200,000); AID 861; O00206+Q99836; HeLa CL3-4 TLR4/MyD88 BLA complementation, FRET ratio; inhibition, % at 8.4 µM; in the data active means inhibition above about 25%;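 further: 0% = vehicle and 100% = reference inhibitor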
Diaph act CS – counter-screen for diaphorase-based assays: diaphorase activators and chemical reducers. Diaphorase/resazurin coupled assay, resorufin fluorescence, 16 min; hits give high values; 1 = vehicle wells, 0 = NADH-free wells. activation factor at 20 µM. actives 0.005% (n = 190,000). AID 1229;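 active means diaphorase activity raised at least twofold by the compound at 20 µM; inactive means activation factor below 2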
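System – purified diaphorase enzyme from Clostridium kluyveri · Input – enzyme 0.07 U/mL final · Also added – final NADH 0.114 mM, resazurin 0.1 mM · Measured by – fluorescence of resorufin, 544 nm excitation, 590 nm emission · Timing – 16 min enzyme reaction, ambient temperature · Measure – resorufin increase flagging diaphorase activators or reducers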
STAT1 act – activators of IFN-gamma induced STAT1 signaling; NIH 3T3 STAT1-luciferase reporter, luminescence; 100% = IFN-gamma alone, no compound; activation (% of control), % at 5.5 µM; actives 2.6% (n = 200,000); AID 932;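 active means activation above the screen-wide mean activation plus 3 SD, cut at about 130% in these data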;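 further: raw ratio to IFN-gamma control signal so 100% means no change and 0% no light; values of inactives mirror those of a sister screen read the other way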
* hit, by the source's call; x = no result given.

cpd	structure	FLuc inh counter	APP transl inh	FLuc stim CS	Diaph inh CS	G6PDH CS
1	Cc1ccc(NC(=S)N(CCN(C)C)C(C)c2ccco2)cc1C (stereo unspecified)	-3	-3	1	2	6
2	CCOC(=O)C1CN(C(C)(C)C)C(=O)C1=O (stereo unspecified)	-3	-20	1	10	0
3	CN(c1ccccc1C(=O)NCc1ccco1)S(C)(=O)=O	-7	-9	1.1	18	-8
4	CCc1ccccc1OCCCCCNCCO	-11	-3	1.1	6	-14
5	CCOc1ccc(-n2c(C)c(C(C)=O)c3cc(OCC(N)=O)ccc32)cc1	3	-14	1	4	22
6	CC1CCC(NC(=O)COc2ccc(C(=O)c3ccccc3)cc2)CC1 (stereo unspecified)	-4	-12	1	8	-1
7	CC(C)=CCC/C(C)=C/CN(CC(C)O)CC(C)O (stereo unspecified)	0	5	1	0	3
8	COc1ccccc1CNC(=O)COC(=O)Cc1ccsc1	-4	14	1	16	-2
9	S=c1[nH]nc(C23CC4CC(CC(C4)C2)C3)n1Cc1ccco1	-10	-25	1.1	12	1
10	COc1cnc(-c2ccccn2)nc1Sc1c(Cl)cccc1Cl	-7	x	1.1	8	7

cpd	NF-kB expr up	APP 5'UTR act	TLR4-MyD88 BLA	Diaph act CS	STAT1 act
1	0.92	3	-2	1	89
2	0.99	20	-15	0.9	98
3	1.1	9	1	0.8	103
4	0.89	3	14	0.9	95
5	1.1	14	-5	1	99
6	1.1	12	-3	0.9	101
7	0.99	-5	12	1	101
8	1.2	-14	-2	0.8	102
9	1	25	-14	0.9	98
10	0.77	x	-8	0.9	100

Another view of 10 compounds above.
nr	Molecule	FLuc inh counter	APP transl inh	FLuc stim CS	Diaph inh CS	G6PDH CS	NF-kB expr up	APP 5'UTR act	TLR4-MyD88 BLA	Diaph act CS	STAT1 act
1	Cc1ccc(NC(=S)N(CCN(C)C)C(C)c2ccco2)cc1C (stereo unspecified)	-3	-3	1	2	6	0.92	3	-2	1	89
2	CCOC(=O)C1CN(C(C)(C)C)C(=O)C1=O (stereo unspecified)	-3	-20	1	10	0	0.99	20	-15	0.9	98
3	CN(c1ccccc1C(=O)NCc1ccco1)S(C)(=O)=O	-7	-9	1.1	18	-8	1.1	9	1	0.8	103
4	CCc1ccccc1OCCCCCNCCO	-11	-3	1.1	6	-14	0.89	3	14	0.9	95
5	CCOc1ccc(-n2c(C)c(C(C)=O)c3cc(OCC(N)=O)ccc32)cc1	3	-14	1	4	22	1.1	14	-5	1	99
6	CC1CCC(NC(=O)COc2ccc(C(=O)c3ccccc3)cc2)CC1 (stereo unspecified)	-4	-12	1	8	-1	1.1	12	-3	0.9	101
7	CC(C)=CCC/C(C)=C/CN(CC(C)O)CC(C)O (stereo unspecified)	0	5	1	0	3	0.99	-5	12	1	101
8	COc1ccccc1CNC(=O)COC(=O)Cc1ccsc1	-4	14	1	16	-2	1.2	-14	-2	0.8	102
9	S=c1[nH]nc(C23CC4CC(CC(C4)C2)C3)n1Cc1ccco1	-10	-25	1.1	12	1	1	25	-14	0.9	98
10	COc1cnc(-c2ccccn2)nc1Sc1c(Cl)cccc1Cl	-7	x	1.1	8	7	0.77	x	-8	0.9	100

Next part:
cpd	structure	FLuc inh counter	APP transl inh	FLuc stim CS	Diaph inh CS	G6PDH CS
11	CC(SCc1ccccc1)C(=O)NC1CCCC1 (stereo unspecified)	-5	4	1	8	-1
12	COc1ccc(NC(=O)N2CCCC(CCC(=O)N(C)CCc3ccccn3)C2)cc1 (stereo unspecified)	0	-19	1	x	7
13	COc1ccccc1NC(=O)c1[nH]c(C)c(C(C)=O)c1C	-7	-6	1.1	17	0
14	Cc1cc(C)c(S(=O)(=O)N2CCN(CCN3C(=O)c4cccc5cccc(c45)C3=O)CC2)cc1[N+](=O)[O-]	-6	-4	1.1	4	-5
15	N=C1C(=O)OCC1c1ccccc1NC(=O)c1ccc(F)cc1 (stereo unspecified)	-7	21	1.1	9	1
16	Cc1cc(OCC(C)C)ccc1/C(O)=C1/C(=O)C(=O)N(Cc2cccnc2)C1c1ccncc1 (stereo unspecified)	-6	0	1.1	0	5
17	Cc1ccc(NC(=S)N(CCN(C)C)Cc2cc3cc(C)cc(C)c3[nH]c2=O)cc1	-9	-5	1.1	3	-21
18	Cc1nn2c(N3CCN(c4ccccn4)CC3)cc(C(C)C)nc2c1-c1ccccc1	-1	-12	1	15	1
19	CC1Oc2ccccc2N(CC(=O)c2cccc(Cl)c2)C1=O (stereo unspecified)	0	-8	1	7	4
20	O=C(Nc1ccc(F)cc1F)NC1CCN(S(=O)(=O)c2ccc(F)cc2)CC1	-2	22	1	-9	9

cpd	NF-kB expr up	APP 5'UTR act	TLR4-MyD88 BLA	Diaph act CS	STAT1 act
11	1.3	-3	5	0.9	98
12	1.4	19	1	x	104
13	0.71	5	-4	0.8	97
14	1.1	4	-9	1	87
15	1.1	-21	5	0.9	104
16	1.2	0	-13	1	100
17	1.1	5	-8	1	99
18	1.2	12	5	0.9	99
19	1.1	7	-10	0.9	94
20	1	-22	-18	1.1	95

New compounds follow.
cpd	structure	FLuc inh counter	APP transl inh	FLuc stim CS	Diaph inh CS	G6PDH CS
21	Cc1ccc(NC(=O)c2ccc(Cn3cc([N+](=O)[O-])cn3)cc2)c(C)c1	0	-4	1	9	-3
22	CCn1ccnc1CN(C)Cc1nc(-c2cccc(Cl)c2)no1	-6	-10	1.1	7	0
23	O=C(CSc1nc2c(cnn2-c2ccc(F)cc2)c(=O)[nH]1)N1CCCCCC1	-1	-21	1	41	-21
24	S=c1[nH]nc(-c2ccc(Cl)cc2Cl)n1Cc1ccccc1	-2	8	1	29	0
25	COc1ccc(CN(C)C(=O)COC(=O)c2ccc3c(c2)OCO3)cc1OC	0	-13	1	12	6
26	CCN(CC)C(=O)CSc1nnc(-c2ccccc2)n1N	-10	-1	1.1	15	0
27	CCN1CCCC1CNC(=O)C1c2ccccc2C(=O)N(CCOC)C1c1ccc(F)cc1 (stereo unspecified)	-3	-5	1	1	12
28	O=C(CCNc1cc(Cl)cc(Cl)c1)c1cccs1	-2	-15	1	16	0
29	NC[C@@H]1O[C@H](O[C@H]2[C@@H](O)[C@H](O[C@@H]3[C@@H](O)[C@H](N)C[C@H](N)[C@H]3O[C@H]3O[C@H](CO)[C@@H](O)[C@H](O)[C@H]3N)O[C@@H]2CO)[C@H](N)[C@@H](O)[C@@H]1O	-4	x	1	11	0
30	COc1ccc(CNc2ccccc2)cc1Br	-5	7	1	18	6

cpd	NF-kB expr up	APP 5'UTR act	TLR4-MyD88 BLA	Diaph act CS	STAT1 act
21	0.99	4	-7	0.9	108
22	1.4	10	-3	0.9	111
23	1.2	21	-2	0.6	104
24	1.3	-8	1	0.7	104
25	1.2	13	-7	0.9	101
26	1.2	1	-1	0.9	99
27	1.1	5	-3	1	104
28	1.2	15	0	0.8	99
29	x	x	x	0.9	x
30	1.1	-7	-13	0.8	106

Next records
cpd	structure	FLuc inh counter	APP transl inh	FLuc stim CS	Diaph inh CS	G6PDH CS
31	CCOc1cccc(C2c3c(oc4ccccc4c3=O)C(=O)N2c2ccccn2)c1 (stereo unspecified)	-10	-3	1.1	-1	14
32	O=C(c1ccccc1F)N(Cc1ccc2c(c1)OCO2)Cc1cc2cc3c(cc2n2nnnc12)OCO3	3	20	1	7	12
33	C#CCOCCOCCOCCNc1nc(N2CCN(C(=O)[C@H]([C@@H](C)CC)n3cc([C@@H](N)CO)nn3)CC2)nc(N2CCN(C(=O)[C@H](Cc3ccc(O)cc3)n3cc([C@@H](N)C(C)CC)nn3)CC2)n1 (stereo partly specified)	-3	-7	1	8	20
34	O=C(Cn1ncc2c(=O)oc3ccccc3c21)N(Cc1ccco1)C1CCCCC1	0	-33	1	31	8
35	O=C1c2cccc3cccc(c23)C(=O)N1CC1CCN(CC(O)COCc2ccc3c(c2)OCO3)CC1 (stereo unspecified)	-6	1	1.1	7	-10
36	O=C(NC(=S)N(CCc1ccccc1)CCc1ccccc1)c1ccco1	-5	12	1	26	-9
37	CC(C)NC(=O)NC(=O)CN1C(=O)NC(Cc2c[nH]c3ccccc23)C1=O (stereo unspecified)	-9	-4	1.1	3	3
38	CN(C)c1nc(OCCNC(=O)COc2ccc(Cl)cc2Cl)nc(N2CCOCC2)n1	-2	-6	1	-6	0
39	Cc1ccc(C(=O)CSc2nnc(CNc3ccc(C)cc3C)o2)cc1	-9	-11	1.1	7	-10
40	COc1ccc(/C=N/n2cncn2)cc1COc1ccc(NC(C)=O)cc1	13	5	0.9	-7	-25

cpd	NF-kB expr up	APP 5'UTR act	TLR4-MyD88 BLA	Diaph act CS	STAT1 act
31	1.6	3	-4	1	103
32	0.51	-20	-6	0.9	97
33	1.2	7	-7	0.9	103
34	0.91	33	9	0.7	98
35	0.56	-1	-3	0.9	110
36	0.94	-12	-1	0.7	100
37	0.84	4	-6	1	100
38	0.89	6	-9	1.1	106
39	1	11	-1	0.9	101
40	1.2	-5	4	1.1	97

Screens: PubChem BioAssay, several laboratories

This is a random part of the collection (roughly 5.6% active in at least one column).
